# M4 ag – agonists of human muscarinic M4 receptor (CHRM4); 360,000 compounds, 0.14% hits; AID 624127; CHO-K1 hM4/Gqi5, Fluo-8 calcium fluorescence; vehicle 0%, full acetylcholine response 100%; activation, % at 3 µM;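 active = activation above the run mean over all test wells plus 3 SD, cut at about 32% in these data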;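 also: peak over basal fluorescence ratio per well then scaled between controls; 0% = DMSO wells and 100% = acetylcholine at EC100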
# Target sequence (P08173 whole entry, looked up): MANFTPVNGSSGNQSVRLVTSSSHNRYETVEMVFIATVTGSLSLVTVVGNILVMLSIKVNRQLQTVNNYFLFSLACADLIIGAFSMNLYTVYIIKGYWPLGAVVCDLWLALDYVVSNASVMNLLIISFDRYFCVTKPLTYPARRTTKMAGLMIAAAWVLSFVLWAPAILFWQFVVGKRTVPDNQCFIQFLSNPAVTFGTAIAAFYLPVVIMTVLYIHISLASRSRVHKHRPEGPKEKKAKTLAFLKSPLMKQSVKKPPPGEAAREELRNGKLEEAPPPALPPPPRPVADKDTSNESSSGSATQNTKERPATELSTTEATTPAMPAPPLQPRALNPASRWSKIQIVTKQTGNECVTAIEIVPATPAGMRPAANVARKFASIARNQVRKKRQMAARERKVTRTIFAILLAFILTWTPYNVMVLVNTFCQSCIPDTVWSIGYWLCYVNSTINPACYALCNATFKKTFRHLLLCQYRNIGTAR
# M1 ag – agonists of human M1 muscarinic receptor. CHO-K1 hM1, Fluo-8 calcium fluorescence, agonist mode; 0% DMSO, 100% acetylcholine EC100. activation, % at 3 µM. 360,000 compounds, 0.33% hits;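 active = activation above the run's mean compound activation plus 3 SD, cut at about 16% in these data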;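 also: peak over basal fluorescence ratio within a 140 s kinetic read after compound addition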
# Target sequence (P11229 whole entry, looked up): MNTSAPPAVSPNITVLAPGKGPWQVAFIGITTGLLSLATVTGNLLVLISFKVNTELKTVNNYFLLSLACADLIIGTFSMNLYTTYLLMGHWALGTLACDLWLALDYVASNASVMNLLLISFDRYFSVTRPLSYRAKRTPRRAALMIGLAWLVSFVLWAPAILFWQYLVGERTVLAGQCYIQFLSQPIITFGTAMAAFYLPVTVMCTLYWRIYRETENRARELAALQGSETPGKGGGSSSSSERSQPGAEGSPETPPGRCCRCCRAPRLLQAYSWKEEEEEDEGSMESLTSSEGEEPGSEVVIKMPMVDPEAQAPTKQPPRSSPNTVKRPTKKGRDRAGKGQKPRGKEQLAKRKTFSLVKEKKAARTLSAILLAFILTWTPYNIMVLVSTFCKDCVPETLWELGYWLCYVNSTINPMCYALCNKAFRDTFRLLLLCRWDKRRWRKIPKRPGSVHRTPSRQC
# M1 PAM – human CHRM1 positive allosteric modulation. 360,000 compounds, 0.088% hits. P11229. activation, % at 3 µM. CHO-K1 hM1, Fluo-8 calcium fluorescence, ACh EC20; 0% = ACh EC20, 100% = maximal ACh; in the data active = activation above about 19%, passing the limit was not always enough
# CHRM5 agonist – agonists of human muscarinic M5 receptor (CHRM5). P08912. CHO-K1 hM5 cells, Fluo-8 calcium fluorescence; 0% DMSO wells, 100% maximal acetylcholine response. activation, % at 3 µM. 360,000 compounds, 0.19% hits. AID 624037;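 active = activation above the run's mean over test compounds plus 3 SD, cut at about 23% in these data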;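 also: signal is peak over basal fluorescence ratio across the kinetic read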
# TAAR1 agonist – human TAAR1 agonism | 360,000 compounds, 0.99% hits | activation, % at 3 µM | AID 624467 | Q96RJ0 | CHO RD-HGA16 TAAR1, Fluo-8 calcium fluorescence; vehicle wells 0%, saturating PEA agonist 100%;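 active = activation above the mean activation of all test compounds in the run plus 3 SD, cut at about 38% in these data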
#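 Test system: RD-HGA16 (CHO) cells co-expressing Gα16 and hTAAR1 / Benchmarks: DMSO vehicle as 0%, PEA at EC100 as 100% / Repeats: no replicates (n 1) / Measure: % activation from peak over basal fluorescence ratio, DMSO-to-PEA scaled / Timing: 17-24 h plating, Fluo-8 75 min 37 °C, 30 min RT / Technique: kinetic Fluo-8 calcium fluorescence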
# M1 antag – antagonists of human M1 muscarinic receptor. P11229. 360,000 compounds, 1.3% hits. CHO-K1 hM1, Fluo-8 calcium fluorescence, ACh EC80 antagonist. AID 588852. inhibition, % at 3 µM;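 active = percent inhibition above its own plate's cutoff, namely the mean of that plate's compound wells plus 3 SD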;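 also: peak over basal fluorescence ratio during 140 s after agonist addition; 0% = ACh EC80 plus DMSO and 100% = DMSO alone without agonist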
# M5 antag – blocks acetylcholine activation of human M5 receptor. inhibition, % at 3 µM. P08912. AID 624040. CHO-hM5 cells, Fluo-8 calcium fluorescence, ACh EC80. 360,000 compounds, 0.59% hits;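 active = inhibition above a per-plate cutoff, the mean of that plate's test compounds plus 3 SD, cut at about 27% in these data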;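 also: 0% = acetylcholine EC80 with DMSO and 100% = DMSO without agonist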
# CHRM5 PAM – potentiates acetylcholine response at human M5 receptor | P08912 | CHO-K1 hM5, Fluo-8 calcium, ACh EC20 PAM; 0% = ACh EC20, 100% = ACh EC100 | activation, % at 3 µM | 360,000 compounds, 0.3% hits | AID 624038;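 active = activation above the run cutoff, the mean activation of all test compounds plus 3 SD, cut at about 18% in these data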
#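 Test system: CHO-K1 hM5 cells / Doses: single-point, 3 µM nominal / Times: Post-acetylcholine fluorescence recording 140 s / Technique: Fluo-8 calcium fluorescence / Measure: Max/basal fluorescence ratio as % of EC20–EC100 ACh window / Benchmarks: low control EC20 acetylcholine (0%), high control EC100 acetylcholine (100%) / Replicates: one well per compound, no replicates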
# CHRM4 antagonist – blocks acetylcholine activation of human M4 receptor | CHO-hM4 cells, ACh EC80, Fluo-8 calcium fluorescence | inhibition, % at 3 µM | 360,000 compounds, 0.73% hits;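 active = inhibition above its plate's cutoff, the mean inhibition of sample wells plus 3 SD, cut at about 27% in these data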;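 also: 0% = acetylcholine EC80 with DMSO and 100% = DMSO without agonist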
# * hit, by the source's call; . = no result given. This is a subset, so the mix of outcomes need not match the whole.
molecule	M4 ag	M1 ag	M1 PAM	CHRM5 agonist	TAAR1 agonist	M1 antag	M5 antag	CHRM5 PAM	CHRM4 antagonist
CCC(=O)Nc1nnc(CSCc2ccc(F)cc2)s1	1	-3	-4	-1	1	-23	-6	-6	8
O=C(NCCCN1CCOCC1)c1cc(-c2ccc(F)cc2)no1	2	-1	5	-1	1	-3	11	-5	-4
CCCCCCCCCCCCN1[C@@H](CC(C)=O)c2cc(C(F)(F)F)ccc2S1(=O)=O	2	-2	-4	5	0	8	-1	8	-8
COC(=O)c1ccc(NC(=O)Nc2ccccc2C)cc1	10	5	5	3	12	4	17	-13	4
Cc1cccc(CSC2=NCCN2S(=O)(=O)c2ccc(F)cc2)c1	-2	-2	-16	-6	2	39*	-1	-9	4
Cc1ccc(C)c(N(CC(=O)N/N=C/c2ccc(-c3ccc([N+](=O)[O-])cc3)o2)S(=O)(=O)c2ccccc2)c1	0	2	9	2	-3	-6	3	0	-4
COc1ccccc1NC(=O)NCc1nc(-c2ccc(C(F)(F)F)cc2)no1	0	-3	5	4	10	-12	-6	6	-5
O=C(O)Cc1ccc2c(c1)Cc1cccnc1O2	0	-3	10	1	3	-12	-1	2	-10
COc1ccc([N+](=O)[O-])cc1N(CC(=O)Nc1ccccc1C(=O)N1CCCC1)S(C)(=O)=O	1	-6	13	1	18	-9	-9	7	-6
CC(=O)CSc1nc2ccc(Nc3nc(N4CCOCC4)nc(N4CCOCC4)n3)cc2s1	4	-5	2	0	7	-10	1	-3	3
CCN(CC)C(=O)CSc1nnc(-c2ccccc2)c(-c2ccccc2)n1	1	-9	-1	-2	0	3	2	-1	3
O=C(C1CCCN(S(=O)(=O)c2ccccc2)C1)N1CCN(c2ccc(F)cc2)CC1 (stereo unspecified)	9	-1	2	-3	2	1	4	-4	-4
CCN(CC(=O)Nc1c(F)cccc1F)C(=O)C(C)SCc1nc2sc(C)c(C)c2c(=O)[nH]1 (stereo unspecified)	2	-6	15	-4	3	-18	7	0	-10
CC(=O)Nc1ccc(-c2csc(Nc3cccc(C)n3)n2)cc1	2	8	22	1	3	-15	2	-4	-2
O=C(c1ccc([N+](=O)[O-])cc1)N(c1ccccn1)c1ccccn1	2	-4	10	-3	4	8	2	6	-5
COc1cc(Cl)cc(CN2CCC(CCC(=O)NC3CC3)CC2)c1OC	0	-9	18	-7	1	-29	3	5	-5
CC(NC(=O)CN1CCC(C(N)=O)CC1)c1ccccc1 (stereo unspecified)	1	-3	1	-1	12	6	-12	10	-3
COc1ccc(CCN2C(=S)N(C)C(=O)C2CC(=O)Nc2ccc(F)cc2)cc1 (stereo unspecified)	6	1	10	5	9	-12	-1	10	8
Cc1ccc(S(=O)(=O)N2[C@@H](Cc3ccccc3)CO[C@H]2CC(=O)c2ccc(F)cc2)cc1	2	.	.	-2	1	.	2	-3	-2
CC(C)(C)C(=O)Nc1ncccc1C(O)c1cccc(C(F)(F)F)c1 (stereo unspecified)	0	-3	-1	-1	10	0	14	-8	10
CCn1c(CN2CCCCC2)nc2cc(S(=O)(=O)N3CCCCC3)ccc21	0	-6	8	-5	1	-4	-12	8	-3
O=C(Nc1ccc(N2CCOCC2)cc1)c1cc2c(s1)CCCC2	5	-7	11	-6	7	4	-2	14	-8
Cc1ccc(-c2nsc(SCC(=O)Nc3ccc4c(c3)OCO4)n2)cc1	1	-5	1	-3	1	-1	0	-3	3
O=C(Nc1ccc(Cl)cc1)Nc1nc(-c2sccc2Br)cs1	5	-2	-3	-1	6	16	20	-8	13
O=C(O)c1ccc(S(=O)(=O)N2CCN(c3ccccn3)CC2)cc1	0	-3	8	-1	12	-17	1	2	-6
Cc1nn(C)cc1CNC(=O)C1(C)CC1(Cl)Cl (stereo unspecified)	0	-5	-5	-2	0	14	3	-2	-2
CCc1nc(SCC(=O)N2CCCc3ccccc32)c2oc3ccccc3c2n1	0	-3	7	2	7	-6	-6	3	7
Cc1ccsc1/C=N/N1CCN(Cc2ccccc2)CC1	1	-9	-6	1	7	1	-4	3	3
COc1ccc(C(=O)N2CCN(CCNC(=O)C(=O)Nc3ccc(F)cc3)CC2)cc1OC	2	0	14	-1	-1	-16	5	-1	1
C[C@H](CO)N1C[C@H](C)[C@@H](CN(C)S(=O)(=O)c2cn(C)cn2)Oc2c(NS(=O)(=O)c3cn(C)cn3)cccc2C1=O	1	-3	-4	0	2	14	-3	1	-9
O=C(NC(=S)NNC(=O)c1ccccc1F)c1cccnc1	1	-1	7	-7	0	-6	8	-8	-11
O=C(Cc1cccc2ccccc12)N1CC[C@@]2(O)CCCC[C@H]2C1	3	-2	4	5	1	-7	10	-2	-8
O=C(c1ccc2ccccc2c1)C1CCCN(S(=O)(=O)c2cccnc2)C1 (stereo unspecified)	11	0	-2	6	7	10	15	-23	0
CC1(C(=O)NS(=O)(=O)c2cccs2)CCN1C(=O)C1(c2ccc(Cl)cc2)CC1 (stereo unspecified)	0	-2	6	0	5	-11	0	0	-11
Cc1ccc(S(=O)(=O)N(CC(=O)N2CCCCC2)c2cccc(C)c2)cc1	0	-7	0	-4	1	-13	0	-8	3
COc1ccc(Cc2nnc(Nc3ccccc3)s2)cc1Br	-1	-7	3	-1	0	-3	-1	-6	-18
CCOC(=O)CSc1nnc(C)c(=O)[nH]1	1	-1	2	-1	2	4	-2	0	5
Cc1cc(C)cc(-n2c(C)cc(/C=N/NC(=O)CSc3ncccn3)c2C)c1	-2	-4	-12	-8	45*	16	-1	-3	-2
O=C(CSC1=NCCS1)N1CCN(c2ccc(Cl)cc2)CC1	5	-3	-5	1	2	17	1	-7	-4
O=S(=O)(c1cccc(Cl)c1)N1CN(CC2CCCO2)c2nc3ccccc3nc21 (stereo unspecified)	2	-3	10	-3	-1	-13	6	0	-26
O=S(=O)(c1ccc(OCC(O)CN2CCCCC2)cc1)N1CCOCC1 (stereo unspecified)	1	-6	-2	-3	1	10	-1	1	3
CCC(C)NC(=O)CNC(=S)N(CCCN1CCOCC1)Cc1cccs1 (stereo unspecified)	1	-9	8	-1	-1	-6	-8	3	-11
CCS(=O)(=O)c1nc(S(=O)(=O)c2ccc(C)cc2)c(N2CCCCCC2)s1	1	-6	-1	-2	3	-3	9	-4	4
Cc1cccc(/C=N/NC(=O)C[n+]2ccccc2)c1	0	-7	2	-1	2	-3	-5	1	-6
CCN(CCn1cccn1)C(=O)CC1C(=O)NCCN1Cc1ccc(F)c(F)c1 (stereo unspecified)	2	-3	4	-1	11	-6	2	10	-1
O=C(NCCC(NS(=O)(=O)OCC(Cl)(Cl)Cl)c1ccccc1)C(F)(F)F (stereo unspecified)	8	0	-2	3	9	-7	6	1	-9
O=C(O)/C(=C\c1ccc(-c2ccccc2[N+](=O)[O-])o1)c1ccccc1	-1	-1	14	5	2	-16	-5	0	3
CCCC(=O)C1C(=O)CC(C)(C)C(c2cc(C)no2)C1=O (stereo unspecified)	0	-2	8	-1	9	-31	7	1	4
CCCCc1ccc(NC(=O)Nc2cc(C)nn2C)cc1	3	-1	2	-2	.	5	-2	14	-13
CC1(NC(=O)CCNC(=O)c2ccc(C(C)(C)C)cc2)CCS(=O)(=O)C1 (stereo unspecified)	1	-2	0	-1	0	2	-11	5	-25
Cc1ccccc1NC(=O)c1nn(C)c(C(=O)Nc2ccccc2C)c1[N+](=O)[O-]	2	2	2	7	7	12	-4	0	-3
CCOc1ccc(CCNC(=O)c2nn(C)c3c2CS(=O)(=O)c2ccccc2-3)cc1	11	-1	-12	-2	5	29	9	-7	-14
Cc1cccc(C(=O)OCC(=O)Nc2c(C)nn(-c3ccccc3)c2C)c1O	15	1	-7	4	7	9	9	-10	-5
O=c1cc(-c2ccccc2)oc2ccccc12	1	-3	5	1	-1	-15	4	2	-1
CCOC(=O)C1CCN(c2ccc(Cl)nn2)CC1	0	-5	15	1	2	-7	-2	9	14
C=CCN(c1ccc(Cl)cc1)S(=O)(=O)c1cccc(C(=O)OCC(=O)N(C)C)c1	3	-16	0	-7	7	-8	1	-5	-6
Cc1nc(C)c(C(=O)N/N=C/c2cn(C)c3ccccc23)s1	1	-1	7	-3	6	-10	0	-3	-11
CCCCC(=O)NC(=S)Nc1cccc(NC(=O)CC)c1	0	-3	3	-2	2	1	-1	-4	6
CCCOc1cccc(-c2cc(C(=O)N/N=C/c3ccccn3)c3ccccc3n2)c1	13	0	-1	0	7	14	19	-4	-1
Brc1ccc(/C=N/Nc2ccccn2)cc1	0	-6	-1	0	11	1	20	-12	4

# Three structures from above, arranged by SMILES length, rising:
molecule	M4 ag	M1 ag	M1 PAM	CHRM5 agonist	TAAR1 agonist	M1 antag	M5 antag	CHRM5 PAM	CHRM4 antagonist
O=C(NC(=S)NNC(=O)c1ccccc1F)c1cccnc1	1	-1	7	-7	0	-6	8	-8	-11
O=C(NCCC(NS(=O)(=O)OCC(Cl)(Cl)Cl)c1ccccc1)C(F)(F)F (stereo unspecified)	8	0	-2	3	9	-7	6	1	-9
Cc1ccccc1NC(=O)c1nn(C)c(C(=O)Nc2ccccc2C)c1[N+](=O)[O-]	2	2	2	7	7	12	-4	0	-3

# (further entries)
molecule	M4 ag	M1 ag	M1 PAM	CHRM5 agonist	TAAR1 agonist	M1 antag	M5 antag	CHRM5 PAM	CHRM4 antagonist
Cc1ccc(CNC(=O)CN(c2ccc(C(C)C)cc2)S(=O)(=O)c2c(C)noc2C)cc1	1	-2	2	-4	-1	0	-3	6	2
COC(=O)[C@@]12CCCCN1[C@H](c1ccc(-c3ccc4c(c3)OCO4)c(OC)c1)[C@@H]1C(=O)N(C)C(=O)[C@@H]12	3	-4	2	-3	4	-1	10	1	3
O=C1CC[C@@H]2C[C@@]3(C[C@@H]4CCN1[C@H]24)Nc1cc([N+](=O)[O-])ccc1NC3=NCc1ccccc1	3	-3	11	2	3	-6	0	8	4
O=C(CCCc1ccccc1)Nc1cccnc1	1	-3	2	-2	10	-12	2	-4	1
O=C(NNc1ncnc2c1cnn2-c1ccc(F)cc1)c1ccco1	2	1	0	0	3	8	-1	0	-6
O=C1NC[C@H](CCCCN2C[C@H](Cc3ccc(O)cc3)N(CCc3ccccc3)C(=O)C2=O)N(CCc2ccccc2)C1=O	1	.	.	0	0	.	1	-3	1
Cc1nn(-c2ccccc2)c(=O)c2noc(C)c12	0	-3	12	3	4	-16	3	10	3
CCOC(=O)c1c(NC(=O)C(F)(OC)C(F)(F)F)sc2c1CCN(C)C2 (stereo unspecified)	1	-5	3	-8	8	-5	1	2	-4
Fc1ccc(-c2ccnc(=S)[nH]2)cc1	1	-6	7	0	1	10	-1	2	3
COc1cccc(N(CC(=O)N2CCN(C)CC2)S(=O)(=O)c2ccccc2)c1	1	-12	-8	-7	1	7	4	-4	-2
